# KOR beta-arrestin-1 – KOR antagonists, beta-arrestin recruitment, cell-based, luminescence, uHTS (AID 1778) | KOR beta-arrestin recruitment, luminescence, antagonist mode; higher % means a stronger effect | inhibition, % at 10 µM, or IC50 in µM where a hit was titrated | actives 0.091% (n = 290,000); also: strong numbers were not always called active
# NTR1 agonist – agonists of NTR1, primary screen, imaging, U2OS cells, beta-arrestin-GFP, high content (AID 493036). Neurotensin receptor type 1 (Homo sapiens), P30989. NTR1-U2OS beta-arrestin-GFP spot imaging, agonist mode. activation, % at 20 µM. actives 0.17% (n = 330,000);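 active = activation at or above 40% of the spot to cytoplasm intensity ratio, with at least 20 cells analyzed; inconclusive = wells under 20 cells, flagged as cytotoxic or low count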;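 also: 0% = DMSO without peptide and 100% = 100 nM NTR1 peptide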
# Target sequence (P30989 whole entry, looked up): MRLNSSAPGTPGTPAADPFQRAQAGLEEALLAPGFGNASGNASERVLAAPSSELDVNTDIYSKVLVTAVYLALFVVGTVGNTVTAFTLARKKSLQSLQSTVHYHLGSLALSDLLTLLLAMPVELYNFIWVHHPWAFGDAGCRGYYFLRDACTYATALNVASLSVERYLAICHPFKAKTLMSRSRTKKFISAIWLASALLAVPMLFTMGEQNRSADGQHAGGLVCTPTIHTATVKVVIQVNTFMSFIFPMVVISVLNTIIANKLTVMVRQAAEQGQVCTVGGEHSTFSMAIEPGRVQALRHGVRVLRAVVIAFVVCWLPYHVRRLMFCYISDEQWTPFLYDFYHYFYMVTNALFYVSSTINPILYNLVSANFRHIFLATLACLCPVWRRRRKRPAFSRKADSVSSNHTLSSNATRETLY
# KOR beta-arrestin-2 – KOR agonists, beta-arrestin recruitment, primary screen, cell-based, luminescence, uHTS (AID 1777). Kappa-type opioid receptor (Homo sapiens). KOR beta-arrestin recruitment, luminescence; higher % means a stronger effect. activation, % at 10 µM; hits with a dose series show EC50 in µM. actives 0.02% (n = 280,000); in the data active = activation above about 50%, passing the limit was not always enough; also: a part of the inactive calls stands beside numbers as strong as those of hits
# GPR55 antagonists – GPR55 antagonists blocking LPI-driven arrestin recruitment, primary screen, imaging, U2OS, beta-arrestin-GFP, LPI agonist (AID 2013); G-protein coupled receptor 55 (Homo sapiens); U2OS GPR55 beta-arrestin-GFP translocation imaging, LPI antagonism; higher % means a stronger effect; inhibition, % at 10 µM, or IC50 in µM where a hit was titrated; actives 0.13% (n = 290,000);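 active = spots per cell inhibited over 60%, with over 100 cells counted and total cytoplasm intensity under 500,000; inconclusive = wells with under 100 cells, flagged as likely toxic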;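 also: U2OS cells stably carrying GPR55 and arrestin-GFP stimulated by 5 µM LPI near EC80; imaged beta-arrestin-GFP aggregate spots per cell after agonist stimulation; plate controls were LPI-stimulated DMSO wells for no effect and DMSO wells without LPI for full effect; some results filed as inactive read as strong as hits; confirmed hits need IC50 under 10 µM and bright autofluorescent wells are also inconclusive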
# Myeloid diff MLP – induction of myeloid progenitor differentiation, primary screen, cell-based, flow cytometry, MLPCN library | ER-HoxA9 myeloid progenitors, lysozyme-GFP differentiation | calls only at 10 µM | actives 1% (n = 360,000) | AID 624256, 2012;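 active = normalized GFP-positive differentiation at or above the plate's own cutoff, the solvent-only control mean plus 3 SD; inconclusive = no clear call, values can overlap the other calls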;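 also: cells exposed to compound for four days before flow analysis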
# T cell modulator – modulators of CD8 T cell-vesicle binding, primary screen, mouse 2C CD8+ T cells, flow cytometry; 2C CD8+ T cell-vesicle binding; stronger effect = lower value; calls only at 7 µM; actives 0.068% (n = 330,000); AID 2052, 2009;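 active = response, share of CD8 T cells binding vesicles, and their 90th percentile fluorescence all below set limits, cut at about 80% in these data, passing the limit was not always enough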
#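 Also added: QL9-peptide-loaded Drosophila micro-vesicles bearing Ld, ICAM-1 and B7-1; Test system: purified 2C TCR transgenic mouse naive CD8+ T cells; Measured by: cytometric PE anti-B7-1 and Alexa647 anti-CD8 signals after 1% paraformaldehyde fixation; Timing: binding step 1.5 h, 37 °C, antibody labelling 20 min, ice.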
# GPR55 beta-arrestin – GPR55 agonists via beta-arrestin recruitment, primary screen, imaging, U2OS cells, beta-arrestin-GFP redistribution (AID 1961); actives 0.048% (n = 290,000); activation, % at 10 µM, or EC50 in µM where a hit was titrated; U2OS GPR55 beta-arrestin-GFP redistribution imaging; higher % means a stronger effect;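 active = activation above 40% with more than 50 cells counted in the well; inconclusive = wells holding fewer than 50 cells, flagged as toxic or sparse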;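 also: U2OS osteosarcoma cells stably expressing GPR55 and beta-arrestin-GFP; plate controls were DMSO negative control for no effect and LPI positive control for full effect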
# NOD2 inhibition – NOD2 signaling inhibitors, cell-based, luminescence, uHTS, HEK293 (AID 1566). HEK293 NOD2/NF-kB luciferase reporter, luminescence; higher % means a stronger effect. inhibition, % at 4 µM; hits with a dose series show EC50 in µM. actives 0.63% (n = 290,000); also: many of its hits are not listed in these tables
# NOD1 inhibition – NOD1 signaling inhibitors, primary screen, cell-based, luminescence, uHTS (AID 1578). NOD1-driven NF-kB luciferase reporter cells, luminescence; higher % means a stronger effect. actives 1% (n = 290,000). inhibition, % at 4 µM; hits with a dose series show EC50 in µM; in the data active = inhibition mostly above about 36%, no sharp cut-off; inactive = mostly below about 34%;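 also: HEK-293T reporter cells stimulated with the NOD1 agonist gamma-tri-DAP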
# T cell modulator vesicle-bound % – also measured in T cell modulator; calls as there; double positive events, %; measured here: CD8+ vesicle-bound cell fraction;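 binding gate set so that unloaded-vesicle control wells show 10% double positive cells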
# NTR1 agonist cell count 20 µM – further read-out of NTR1 agonist, marked with its call; cell count; measured here: cell count, cytotoxicity flag
# Myeloid diff MLP GFP+ MAC1+ % – recorded beside Myeloid diff MLP, whose call it bears; GFP+ MAC1+ double positive, %; measured here: differentiation confirmed by MAC1 staining
# * = called active by the depositor; i = inactive; ? = inconclusive; . = not tested or not shown; [ ] = dose if it differs, or a comment. Rule as the data show it, unless noted: active = inhibition above about 50%; inactive = the rest. An excerpt. The share of hits here may be higher or lower than overall.
SMILES,KOR beta-arrestin-1,NTR1 agonist,NTR1 agonist cell count 20 µM,KOR beta-arrestin-2,GPR55 antagonists,Myeloid diff MLP,Myeloid diff MLP GFP+ MAC1+ %,T cell modulator,T cell modulator vesicle-bound %,GPR55 beta-arrestin,NOD2 inhibition,NOD1 inhibition
CCCNC1CCS(=O)(=O)C1 (configuration not stated),-24%,1.3,53,4.1%,4%,i,1.3,i,63,-0.3%,2%,.
Cc1ccccc1CC(=O)N1CCCC1,-12%,0.3,64,0.9%,0%,i,0.3,i,32,0.3%,3%,-20%
Cc1ccccc1NC(=S)NNC(=O)c1cccnc1,-10%,0.2,80,-3.0%,18%,i,0.2,i,47,0.5%,4%,-28%
CCOC(=O)c1[nH]c(=O)[nH]c1COC(=O)c1cc2ccccc2o1,36%,-0.7,42,-8.1%,-4%,i,0.9,i,2,-0.2%,4%,27%
O=C1N=C2N(CCN3CCCCC3)c3ccccc3N2/C1=C\c1ccc([N+](=O)[O-])o1,-5%[20 µM],.,.,.,7%,.,.,.,.,-0.1%,8%,85%*
O=C(CS(=O)(=O)c1ccccc1)N1CCc2ccccc21,-3%[20 µM],1.0,94,-0.6%,9%,i,0.5,i,48,-0.1%,-36%,-36%
Cc1ccc(C(=O)CC2(O)C(=O)N(C)c3ccccc32)s1 (configuration not stated),-16%[20 µM],-1.1,86,-3.9%,4%,i,0.1,i,53,-0.1%,-32%,-9%
CNS(=O)(=O)c1ccc2c3c(cccc13)C(=O)N2C,-45%[20 µM],0.6,61,-1.0%,10%,i,0.3,i,47,-0.2%,13%,-8%
NS(=O)(=O)c1ccc(NC(=O)COC(=O)C2CC(=O)N(Cc3ccccc3)C2)cc1 (configuration not stated),13%,-0.6,34,1.2%,10%,i,0.6,i,10,1.0%,18%,-18%
CCc1ccc(NC(=O)C2CCCN(S(=O)(=O)c3ccc4[nH]c(=O)ccc4c3)C2)cc1 (configuration not stated),12%,0.3,54,38%,-6%,i,6.8,i,10,0.2%,7%,26%
Cc1ccc(OCc2ccc(C(=O)Nc3cc(C)on3)o2)c([N+](=O)[O-])c1,13%,-0.6,60,-1.6%,6%,i,0.6,i,20,-0.1%,22%,-14%
O=C(NCCCn1ccnc1)c1cc2ccccc2oc1=O,17%,1.4,56,4.1%,3%,i,0.8,i,22,-0.5%,9%,-24%
CC(=O)Nc1ccc(S(=O)(=O)N2CCc3cc4c(cc3C2C)OCCCO4)cc1 (configuration not stated),-4%,0.4,54,5.6%,3%,i,0.3,i,15,-0.1%,-24%,-25%
C=CCn1c(SCC(=O)NCC2CCCO2)nnc1C1CCCCC1 (configuration not stated),-48%,-0.7,93,-3.0%,-2%,i,1.2,i,34,0.2%,-2%,10%
CCOC(=O)C1CCN(C(=O)CNS(=O)(=O)c2cccs2)CC1,17%,-1.9,72,-3.8%,18%,i,0.8,i,37,-0.1%,-2%,-13%
CC(=O)N1CCCc2cc(S(=O)(=O)CCC(=O)Nc3cccc(C)c3C)ccc21,-11%,0.4,56,0.1%,7%,i,7.5,i,16,-0.2%,-14%,-26%
COc1ccc(N=C2NC(=O)S/C2=C\c2ccc(N(C)C)cc2)cc1,-10%,-2.5,88,2.4%,14%,i,1.4,i,23,0.1%,-108%,-123%
COc1ccccc1CCCNC(=O)C1CCC(=O)N(CCc2ccc(Cl)cc2)C1 (configuration not stated),3%,-0.2,63,1.8%,-1%,i,1.1,i,0,-0.1%,-9%,-18%
O=C(CCCc1c[nH]c2ccccc12)N1CCN(S(=O)(=O)c2cccs2)CC1,-8%,4.6,89,0.0%,1%,i,0.5,i,32,-0.1%,-41%,-4%
COc1cc(Cn2c(C(=O)O)cc3sccc32)cc(OC)c1OC,-9%,0.5,52,-3.5%,6%,i,0.0,.,.,-0.2%,8%,-1%
CCOC(=O)c1ccc(N=c2sc(C(=O)OC)cc(=O)n2Cc2ccc3c(c2)OCO3)cc1,44%,2.9,96,13%,19%,i,2.0,i,23,-0.1%,-17%,22%
N/C(=N/O)c1nc(N2CCCC2)nc(N(c2ccccc2)c2ccccc2)n1,-5%,22,72,-1.2%,6%,i,0.9,i,56,-0.2%,5%,-6%
COc1cc(-c2nc3ccccn3c2/N=C/c2ccc(F)cc2)ccc1O,18%,2.6,90,-1.6%,-2%,i,0.5,i,25,-0.4%,15%,-22%
CCCCNC(=O)CCC(=O)Nc1ccc2nc(N3CCN(C)CC3)cc(C)c2c1,-12%,2.2,75,-1.1%,-5%,i,0.5,i,34,-0.3%,-4%,-17%
O=C(C(Sc1ccccc1)c1ccc(Br)cc1)N1CCOCC1 (configuration not stated),20%,-0.3,79,-4.3%,10%,i,1.2,i,64,0.4%,13%,-8%
COc1ccc(CSc2nnc(CNS(C)(=O)=O)o2)cc1,5%,0.8,49,0.6%,3%,i,2.0,i,37,0.0%,12%,-7%
CCN(Cc1nc(-c2ccccc2)no1)C(=O)COc1cccc(OC)c1,-15%,1.3,36,5.4%,-4%,?,.,i,50,-0.2%,-30%,-6%
Cc1cc(-c2nn(C)c(=O)c3ccccc23)ccc1CNC(=O)NC1CCCCC1,-27%,2.9,29,1.7%,-8%,i,0.4,i,55,-0.1%,12%,-17%
CCOc1ccccc1NC(=O)c1nnn(-c2ccc3c(c2)OCCO3)c1N,-55%,1.0,55,-2.1%,1%,i,0.1,i,32,0.7%,13%,-22%
COc1ccc(CNC(=O)Cn2nc(C(F)(F)F)c(Br)c2C)cc1,-33%[20 µM],-0.3,58,-2.6%,10%,i,0.7,i,50,-0.1%,5%,-6%

# Printed as active in NOD1 inhibition, among the entries above:
canonical_smiles,KOR beta-arrestin-1,KOR beta-arrestin-2,Myeloid diff MLP GFP+ MAC1+ %,T cell modulator,T cell modulator vesicle-bound %,NOD2 inhibition,NOD1 inhibition
O=C1N=C2N(CCN3CCCCC3)c3ccccc3N2/C1=C\c1ccc([N+](=O)[O-])o1,-5%[20 µM],.,.,.,.,8%,85%*

# Further compounds
SMILES,KOR beta-arrestin-1,NTR1 agonist,NTR1 agonist cell count 20 µM,KOR beta-arrestin-2,GPR55 antagonists,Myeloid diff MLP,Myeloid diff MLP GFP+ MAC1+ %,T cell modulator,T cell modulator vesicle-bound %,GPR55 beta-arrestin,NOD2 inhibition,NOD1 inhibition
COc1ccc(Cn2nnnc2CN(CCCN2CCOCC2)Cc2cc3cc(OC)ccc3[nH]c2=O)cc1,-20%,1.2,58,-2.0%,12%,i,0.3,i,31,-0.1%,-8%,-32%
CC1CCN(CCNC(=O)c2ccc(NC(=O)C3CCCO3)cc2)CC1 (configuration not stated),4%,-1.8,92,-2.8%,10%,i,0.2,i,52,-0.1%,-14%,-8%
O=c1[nH]c2ccc(Cl)cc2c(-c2ccccc2)c1SC(=S)N1CCOCC1,-22%,8.0,48,-1.7%,22%,i,1.0,i,53,0.2%,10%,9%
Cc1cc(C)n2cc(CSC3=NCCS3)nc2n1,-18%,-0.4,36,5.5%,0%,i,1.0,i,35,0.0%,-1%,-15%
Cc1ccc(CNC(=O)C2CCC(=O)N2C(C)C)cc1 (configuration not stated),-24%,0.2,77,0.4%,0%,i,0.3,i,33,-0.3%,5%,-13%
Cc1cccc(-c2cc3nc(-c4ccccc4)cc(N4CCC5(CC4)OCCO5)n3n2)c1,-22%,3.3,62,-1.8%,3%,i,1.8,i,42,0.0%,0%,-3%
CS(=O)(=O)N(CC(N)=O)c1ccc2c(c1)OCO2,50%,0.4,38,0.8%,4%,i,0.6,i,16,-0.1%,-6%,-26%
Cc1noc(C)c1C(=O)N1CCCC(C(=O)c2cccc(OC(C)C)c2)C1 (configuration not stated),2%[20 µM],1.0,60,-4.7%,2%,i,0.8,i,7,-0.1%,14%,-16%
NNc1nc(-c2ccccc2)c2ccccc2n1,-19%[20 µM],-0.3,43,-3.5%,-2%,i,0.3,i,35,-0.1%,0%,-24%
COc1ccc(OC)c(/C=C/C(=O)OCC(=O)Nc2cccc(Oc3ccccc3)c2)c1,36%,3.0,48,-0.7%,11%,i,0.6,i,42,0.4%,18%,-1%
CC(C)CNC(=S)NNC(=O)c1ccccc1OC(F)F,-12%,1.9,76,-4.9%,-12%,i,0.5,i,19,-0.1%,-5%,-2%
CC(=O)c1ccc(NS(=O)(=O)c2cccc(C)c2)cc1,-3%,-1.6,78,-1.3%,16%,i,6.9,.,.,-0.2%,-28%,-31%
CC(Sc1ccc(S(=O)(=O)N2CCOCC2)cc1[N+](=O)[O-])C(=O)O (configuration not stated),-14%,2.3,57,0.8%,7%,i,0.6,i,25,0.5%,7%,-25%
O=C(CCc1nnc2ccc(NCc3ccco3)nn12)Nc1ccc(F)cc1,26%,2.0,73,-2.8%,9%,i,0.0,i,56,0.0%,7%,-28%
COc1ccc(CN(C)CC(=O)NC(C)c2ccccc2)cc1OC (configuration not stated),-3%,-0.2,61,1.5%,-4%,i,0.6,i,66,-0.3%,3%,-16%
COCCCNC(=O)Cn1c(=O)n(Cc2ccc(F)cc2)c(=O)c2sccc21,-12%[20 µM],-0.5,55,2.0%,11%,i,1.8,i,27,-0.1%,3%,-8%
O=C(C1=C[C@H](c2ccc(C(F)(F)F)cc2)C[C@H](OCCCCO)O1)N1CCN(Cc2ccc3c(c2)OCO3)CC1,4%,1.9,79,1.5%,6%,i,1.4,i,22,0.1%,-1%,-4%
Cc1ccc(S(=O)(=O)N2CCC(C(=O)OC(C)C(=O)NC(N)=O)CC2)cc1C (configuration not stated),34%,-0.8,65,-1.5%,4%,i,0.5,i,24,-0.1%,9%,0%
c1ccc2c(c1)NC1(CCCCCC1)n1c-2nc2ccccc21,-28%,-2.3,94,8.5%,-8%,i,0.6,i,19,-0.2%,-82%,-60%
CNC(=S)Nc1cc(Cl)ccc1Oc1ccccc1,7%,0.3,38,3.9%,1%,i,0.7,i,44,0.3%,3%,-6%
CCC(=O)Nc1c(-c2ccc(Cl)cc2)c(=O)c2ccccc2n1C,5%,-1.7,90,8.9%,3%,i,0.6,i,19,-0.2%,4%,2%
COc1cc(/C=N\NC(=O)C2COc3ccccc3O2)cc(OC)c1O (configuration not stated),10%,0.4,47,2.1%,0%,i,0.5,i,33,-0.1%,21%,2%
